hgDAF-12 ag = H. glycines DAF-12 receptor agonists, primary screen, cell-based, luminescence, HEK293, GAL4 fusion, UAS-luciferase. HEK293 GAL4-hgDAF12 UAS-luciferase reporter, agonist luminescence; normalized to butyrate control. Nuclear hormone receptor DAF-12 (Heterodera glycines), GAL4 fusion. activation, % at 6.8 µM. AID 687014, 2013. hit rate 1.8% among 370,000;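 active = activation above a cutoff set at the mean of all screened compounds plus 3 SD, cut at about 10% in these data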;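 note: 0% = DMSO wells and 100% = sodium butyrate wells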
proKLK7 act = proKLK7 zymogen activators, primary screen, biochemical, fluorescence intensity | Kallikrein-7 (Homo sapiens), P49862 | purified proKLK7, EDANS-DABCYL substrate fluorescence; 100% is mature enzyme control, 0% vehicle | activation, % at 7 µM | hit rate 0.9% among 370,000 | AID 652039, 2013;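 active = activation above the mean of all tested compounds plus 3 SD, computed per campaign excluding outliers beyond control limits, cut at about 13% in these data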
DAX1 inh-1 = DAX1 (NR0B1) inhibitors on StAR promoter, primary screen, cell-based, luminescence, SF-1 (NR5A1), full-length DAX-1; hit rate 1.1% among 370,000; HEK293T StAR-luciferase reporter, SF-1/DAX-1 repression relief; inhibition, % at 6.8 µM; AID 652010, 2013;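 active = inhibition above the mean over all tested compounds plus 3 SD, cut at about 3.6% in these data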;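 note: 0% = DAX-1 cells with DMSO and 100% = cells lacking DAX-1 with DMSO; higher inhibition means more luminescence from relief of DAX-1 repression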
GC-A act = GC-A stimulated cGMP production enhancers – HEK293 GC-A cells, cGMP TR-FRET, EC30 ANP, primary screen; Atrial natriuretic peptide receptor 1 (Homo sapiens), P16066; 0% at EC30 ANP, 100% saturating ANP; activation, % at 10 µM; hit rate 0.14% among 370,000; AID 1671463, 2021; in the data active = activation above about 40%
Target sequence (P16066 whole entry, looked up): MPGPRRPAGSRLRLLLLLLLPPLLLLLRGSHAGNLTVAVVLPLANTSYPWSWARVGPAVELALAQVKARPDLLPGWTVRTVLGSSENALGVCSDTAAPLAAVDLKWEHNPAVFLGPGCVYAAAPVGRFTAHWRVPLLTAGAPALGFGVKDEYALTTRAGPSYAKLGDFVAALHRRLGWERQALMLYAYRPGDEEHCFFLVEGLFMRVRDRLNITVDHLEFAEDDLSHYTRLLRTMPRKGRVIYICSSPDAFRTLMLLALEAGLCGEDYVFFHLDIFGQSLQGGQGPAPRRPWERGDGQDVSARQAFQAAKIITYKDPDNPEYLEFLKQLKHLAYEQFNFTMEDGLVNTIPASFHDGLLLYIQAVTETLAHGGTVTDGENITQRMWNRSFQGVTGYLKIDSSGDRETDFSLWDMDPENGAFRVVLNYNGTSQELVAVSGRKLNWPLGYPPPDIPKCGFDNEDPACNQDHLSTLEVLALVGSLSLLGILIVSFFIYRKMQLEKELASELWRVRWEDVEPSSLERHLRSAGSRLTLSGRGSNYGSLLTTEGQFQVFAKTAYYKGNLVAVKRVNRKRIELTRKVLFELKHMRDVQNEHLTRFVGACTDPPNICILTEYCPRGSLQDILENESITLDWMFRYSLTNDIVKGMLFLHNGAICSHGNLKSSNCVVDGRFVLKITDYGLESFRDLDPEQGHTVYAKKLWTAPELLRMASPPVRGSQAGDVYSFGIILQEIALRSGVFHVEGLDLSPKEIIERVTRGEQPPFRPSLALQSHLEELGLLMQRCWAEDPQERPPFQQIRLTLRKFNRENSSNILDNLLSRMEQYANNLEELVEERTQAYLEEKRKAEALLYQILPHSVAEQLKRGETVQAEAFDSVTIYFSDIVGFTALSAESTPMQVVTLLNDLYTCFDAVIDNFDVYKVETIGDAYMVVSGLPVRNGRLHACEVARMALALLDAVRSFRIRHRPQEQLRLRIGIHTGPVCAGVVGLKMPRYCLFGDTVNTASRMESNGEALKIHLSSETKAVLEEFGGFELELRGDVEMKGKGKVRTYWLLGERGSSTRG
hcDAF12 agonist = H. contortus DAF-12 nuclear receptor activators, primary screen, cell-based, luminescence, HEK293, lit1-tk-luc reporter; HEK293 hcDAF-12 lit1-tk-luc reporter; 0% DMSO, 100% Δ7-dafachronic acid; activation, % at 6.8 µM; hit rate 1.4% among 370,000; AID 652067, 2013;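 active = activation above the mean of all tested compounds plus 3 SD, cut at about 5.5% in these data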;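 note: 100% = response to 3 µM Δ7-dafachronic acid high control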
FXN GAA850 act = FXN promoter activators, primary screen, cell-based, luciferase luminescence, HEK293 lucGAA850; HEK293 lucGAA850 FXN promoter luciferase reporter, 24 h; percent of 10 µM SAHA response; activation, % at 6 µM; hit rate 0.56% among 360,000;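 active = activation above the average of all compounds screened plus 3 SD, cutoff fixed separately per campaign, cut at about 7.5% in these data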;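 note: 0% = DMSO wells and 100% = 10 µM SAHA wells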
ssDAF-12 act = S. stercoralis DAF-12 nuclear receptor activators, primary screen, cell-based, luminescence, HEK293, GRIP1 co-expression, lit1-tk-luc. HEK293 ssDAF-12/GRIP1 lit1-tk-luc reporter; % of 3 µM dafachronic acid response. activation, % at 6.8 µM. hit rate 1% among 370,000;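 active = activation above the mean over all tested compounds plus 3 SD, cut at about 0.9% in these data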;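 note: 0% = DMSO-only wells and 100% = 3 µM delta7-dafachronic acid wells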
HGIII-sPLA2 inh = human group III sPLA2 inhibitors, primary screen, biochemical, QFRET, BODIPY PC-A2 liposome substrate | QFRET BODIPY PC-A2 liposome hydrolysis, fluorescence | Group 3 secretory phospholipase A2 (Homo sapiens), Q9NZ20 | hit rate 0.56% among 370,000 | inhibition, % at 12.2 µM;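 active = inhibition above mean plus 3 SD of compounds lying within the high and low control bounds, cut at about 19% in these data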;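 note: 0% = median of test compound wells and 100% = no enzyme DMSO wells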
NPR2 activator = human GC-B receptor activators, primary screen, HEK293 GC-B cells, cGMP TR-FRET, EC30 CNP; activation, % at 10 µM; hit rate 0.11% among 370,000; 0% at EC30 CNP, 100% saturating CNP;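 active = activation at 10 µM reaching about 35% in either raw or pattern-adjusted values, limit read from the data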
SMARCA2 act = SMARCA2 (BRM) function activators, primary screen, cell-based, luminescence, high throughput. MG213 cells, MMTV-luciferase reporter, dexamethasone, overnight. activation, % at 9.1 µM. hit rate 1% among 370,000. AID 652017, 2013; in the data active = activation above about 7.8%;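 note: 0% = vehicle wells and 100% = reference activator wells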
DAX1 inh-2 = DAX1 (NR0B1) inhibitors, primary screen, cell-based, HEK293, Gal4-DAX1, luciferase luminescence; Nuclear receptor subfamily 0 group B member 1 (Homo sapiens), P51843; HEK293 Gal4-DAX1 luciferase reporter; inhibition, % at 6.75 µM; hit rate 0.99% among 340,000; AID 504766, 2011;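 active = inhibition above the mean over all tested compounds plus 3 SD, cut at about 4.2% in these data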;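 note: 0% = DAX1-transfected cells with DMSO and 100% = empty-vector control cells with DMSO; inhibition shows as a rise in luminescence from relieved DAX1 repression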
An asterisk follows results filed as active; nt = no result given.

SMILES	hgDAF-12 ag	proKLK7 act	DAX1 inh-1	GC-A act	hcDAF12 agonist	FXN GAA850 act	ssDAF-12 act	HGIII-sPLA2 inh	NPR2 activator	SMARCA2 act	DAX1 inh-2
Cc1cc(=O)oc2cc(OCC(=O)N3CCN(c4ccccc4)CC3)c(Cl)cc12	0.6	0.0	1.0	-6	-1.1	1.4	-1.1	8	-6	-1	0.1
Cc1ccc(-c2[nH]c3ccccc3c2SCCNC(=O)c2cc3ccccc3oc2=O)cc1	3.4	-0.4	0.2	-2	6.5*	2.1	0.1	-6	-6	1	-0.7
CC(=O)NC(Cc1ccc2c(c1)OCO2)C(=O)N1CCCN(C(C)=O)CC1 (stereo not given)	-1.2	0.0	-0.1	1	-3.0	nt	-0.6	11	-5	-8	nt
C=CCNc1nc2c(c(=O)[nH]c(=O)n2C)n1CC(O)COc1ccc2ccccc2c1 (stereo not given)	-4.3	0.0	-0.5	-46	-2.7	1.9	-1.7	-10	-25	-3	-1.6
O=C(CSC(=S)N1CCCCC1)c1c(F)cccc1F	17*	0.3	1.4	5	6.4*	5.6	0.3	2	3	6	8.2*
CCOCCCNC(=O)c1ccc(N(C)S(=O)(=O)c2ccc(OC)cc2)cc1	-2.4	0.1	-0.2	-10	-2.0	0.7	-1.8	3	0	0	0.3
O=C(CSc1n[nH]c(-c2ccc(Br)cc2)n1)NC1CCCC1	-2.3	0.2	-0.1	1	-2.1	-1.4	-1.6	-3	0	-5	0.7
Cc1cccc(CSCCNC(=O)CN(c2cc(C)cc(C)c2)S(C)(=O)=O)c1	-4.4	-0.2	-0.3	-3	-2.8	3.0	-1.6	2	-6	-4	-0.7
COc1ccc(NC(=O)CC2(CC(=O)O)CCCC2)cc1	1.2	-0.1	-0.1	3	0.4	1.6	-0.8	-1	-4	-1	0.4
CCOn1c(-n2nc(C)cc2C)nc2ccccc2c1=O	-0.2	0.6	-0.1	0	-0.9	-2.1	-1.0	0	0	-2	0.0
Cc1cc(NC(=O)C(=O)c2c(C)[nH]c3ccccc23)no1	-2.9	0.4	-0.1	0	-0.5	-0.4	-1.9	-2	-1	4	-0.7
O=C(O)C1CCCN1S(=O)(=O)c1ccc(F)cc1 (stereo not given)	5.1	-0.7	0.2	-2	0.4	-0.4	-0.9	2	2	0	0.5
Cc1onc(-c2c(F)cccc2Cl)c1C(=O)N1CCN(S(C)(=O)=O)CC1	-0.2	0.2	-0.3	3	-0.8	-1.6	-1.1	4	3	-3	-0.1
CC(C)CN1CCC(C(=O)N2CCN(c3ccccc3F)CC2)CC1	2.1	0.3	0.1	0	1.5	-0.9	-0.9	9	2	0	0.9
COc1cc(C(C)=O)ccc1OCC(=O)OCCCOC(=O)COc1ccc(C(C)=O)cc1OC	3.8	-0.1	2.0	-2	-1.6	1.1	-1.0	8	-11	-4	1.9
CN(CC(=O)Nc1cccc(F)c1)C(=O)c1ccc(C2SCCS2)cc1	-1.2	0.0	-3.0	4	-2.9	-0.8	-1.6	-7	3	-4	0.2
O=c1[nH]c2c(s1)C(c1ccc(O)cc1)C1C3CCC(C3)C1S2 (stereo not given)	-0.5	-0.2	2.1	1	-2.3	-2.7	-1.1	-20	4	-3	0.6
Cc1ccc(-c2cc(C(=O)NCc3ccco3)c3ccccc3n2)o1	1.8	18*	-0.5	13	-0.7	-0.4	-0.5	-4	-4	0	0.4
CC(C)=N/N=C1\NC(=O)C(C)S1 (stereo not given)	0.8	-0.1	0.0	-3	0.5	3.6	-1.3	-4	1	1	1.2
Cc1ccc(-c2c(C#N)c(N)n(-c3ccc(C)cc3)c(=O)c2C#N)cc1	-0.5	21*	-0.3	-1	-1.9	1.1	-0.7	-10	-6	-1	0.4
N=C1/C(=C\c2ccc(-c3cccc(Cl)c3)o2)C(=O)N=C2SC=C(c3ccccc3)N12	1.5	-1.0	-0.2	-27	5.5	-1.2	-0.3	7	-2	-3	-0.8
COc1ccccc1CNC(=O)CCSCc1cccc(Cl)c1	-0.2	0.3	0.0	-5	-1.4	2.8	-1.4	-11	-2	0	-0.9
[O-]/[N+](=C\c1ccccc1)c1ccc(Br)cc1	5.6	0.3	0.3	12	1.7	3.1	-0.6	13	4	3	2.1
COC(=O)C(Cc1ccccc1)NC(=O)CSc1nc(C)cc(=O)[nH]1 (stereo not given)	-1.2	0.1	0.4	0	-0.9	-0.7	-1.4	1	5	5	1.8
COc1ccc(C(CNC(=O)c2ccc(S(=O)(=O)N3CCOCC3)cc2)N2CCCCC2)cc1 (stereo not given)	0.8	0.2	0.5	0	0.6	1.9	-1.0	-4	3	-1	0.5

proKLK7 act, what is marked active above
| SMILES | proKLK7 act | DAX1 inh-1 | GC-A act | hcDAF12 agonist | FXN GAA850 act | ssDAF-12 act | HGIII-sPLA2 inh | NPR2 activator | SMARCA2 act | DAX1 inh-2 |
| --- | --- | --- | --- | --- | --- | --- | --- | --- | --- | --- |
| Cc1ccc(-c2cc(C(=O)NCc3ccco3)c3ccccc3n2)o1 | 18* | -0.5 | 13 | -0.7 | -0.4 | -0.5 | -4 | -4 | 0 | 0.4 |
| Cc1ccc(-c2c(C#N)c(N)n(-c3ccc(C)cc3)c(=O)c2C#N)cc1 | 21* | -0.3 | -1 | -1.9 | 1.1 | -0.7 | -10 | -6 | -1 | 0.4 |

Continuation:
SMILES	hgDAF-12 ag	proKLK7 act	DAX1 inh-1	GC-A act	hcDAF12 agonist	FXN GAA850 act	ssDAF-12 act	HGIII-sPLA2 inh	NPR2 activator	SMARCA2 act	DAX1 inh-2
Cn1nnnc1SCCNCc1ccccc1OCc1ccccc1Cl	-2.1	-0.4	-0.3	-20	-1.7	-0.8	-1.9	-8	-4	-2	-0.3
C/C=C\C=C\C(=O)N1CC2(CC(c3cccc(NC(=O)COc4ccc(Cl)cc4)c3)=NO2)C[C@H]1C(N)=O (stereo not given in full)	0.3	0.8	0.6	-2	-1.3	0.3	-1.6	-15	6	1	0.1
COc1ccc(N2CCN(C(=O)CCc3ccc(S(=O)(=O)NC(C)C)cc3)CC2)cc1	0.3	0.5	0.0	-1	-0.7	0.1	-1.7	12	0	-5	-0.5
Cc1ccc(S(=O)(=O)N2CCCC2)cc1C(=O)N1CCC(C)CC1	-0.7	-0.1	-0.5	-1	-1.8	-1.2	-1.2	3	4	3	0.5
CC(=O)c1ccc(Nc2nc3ccc(C)cc3n3cnnc23)cc1	1.2	-3.6	-0.3	3	-2.9	1.7	-1.7	2	0	-1	-1.4
Cc1ccc(NC(=O)c2cccc(S(C)(=O)=O)c2)cc1	7.4	0.0	1.3	0	0.3	1.5	-0.4	3	1	1	0.8
CC1(C(=O)NS(=O)(=O)C2CC2)CCCN(C(=O)C2(c3ccc(Cl)cc3)CCCC2)C1 (stereo not given)	0.2	-0.6	1.5	2	-1.2	-0.6	-1.0	10	0	-7	nt
CC1CCN(C(=O)CN2C(=O)C(C)(C)Oc3ccc(C(=O)NC(C)C)cc32)CC1	0.2	0.1	0.2	4	-2.5	0.9	-1.0	5	2	1	0.8
CCOC(=O)C(NC(C)=O)(OCc1ccccc1)C(F)(F)F (stereo not given)	2.3	-0.7	-0.2	3	-1.2	-0.3	-1.3	0	-2	4	0.0
COc1ccc(C(=O)NNC(=S)NC(=O)c2cccs2)cc1	0.6	-0.2	-0.5	0	1.1	0.4	-1.2	21*	-1	-2	-1.1
CSCCC(NC(=O)COc1ccccc1)C(=O)N(C)CC(=O)Nc1c(C)cccc1C (stereo not given)	-1.3	-1.0	-1.0	1	0.7	2.4	-1.3	21*	0	0	-1.6
O=C(CC12CC3CC(CC(Br)(C3)C1)C2)OCCN1CCCCC1	1.2	-0.3	-0.2	-4	-0.2	-0.6	-1.7	-3	-2	0	0.3
C=C1C(C(=O)Nc2ccc(F)cc2)C1C(=O)Nc1ccc(F)cc1 (stereo not given)	-2.0	0.0	-1.1	4	-1.4	-0.5	-1.6	12	5	-6	1.2
O=C1CC(c2ccco2)CC2=C1C(c1ccccc1)n1nc(C(F)(F)F)nc1N2 (stereo not given)	-1.7	2.9	-0.6	-8	-1.0	-0.8	-1.2	-10	-7	-1	1.1
CCOC(=O)Cc1csc(N)n1	1.2	0.4	-0.1	3	1.3	1.7	-1.9	10	1	-3	0.9
COc1cccc(NS(=O)(=O)c2ccc3[nH]cc(C(=O)NC4CC4)c(=O)c3c2)c1	0.5	-0.1	0.1	-4	0.5	2.0	-1.6	-24	-2	1	1.7
CCOc1cc(/C=C(\C#N)C(=O)Nc2ccc(S(N)(=O)=O)cc2)ccc1OCCN1CCOCC1	1.9	0.2	-0.2	1	-1.0	0.0	-1.0	-5	4	-1	0.1
COCCCNS(=O)(=O)c1ccc2[nH]c(=O)[nH]c2c1	-3.9	-0.2	-0.8	-4	-0.7	1.9	0.4	4	2	-1	-0.2
O=C(CSc1nccc2ccccc12)N1CCN(Cc2ccc3c(c2)OCO3)CC1	2.8	0.5	-0.2	-2	0.4	2.2	-0.4	-1	-4	-6	-1.2
CCCCOC(=O)C1=C(C)NC(=O)NC1c1ccc(OC)cc1 (stereo not given)	-1.2	-0.4	0.2	-1	-2.6	1.3	-1.4	-2	0	1	1.8
O=C(COC(=O)COc1ccccc1)Nc1ncc(Cl)cc1Cl	-0.7	-0.1	-0.8	1	2.9	0.3	-0.7	13	-3	-4	1.4
CCCC1=[N+](CC(=O)c2ccccc2)CCn2c(C)ccc21	0.4	8.9	-0.1	-2	1.6	-0.8	0.1	-5	0	-4	0.1
CN1CCN(C(=S)Nc2cc([N+](=O)[O-])ccc2Cl)CC1	3.0	-0.1	-0.1	4	0.1	-1.9	-0.9	9	5	-1	5.3*
CN(CC(=O)Nc1ccc(F)c(F)c1F)C(=O)Cc1ccc2c(c1)OCCO2	0.3	0.4	0.7	4	-1.6	-1.8	-1.1	2	2	-1	0.8
CCCCc1nnc(NC(=O)CCc2ccccc2)s1	1.2	0.5	0.1	4	-0.8	1.3	-1.5	2	7	-2	-0.2
CC(=O)Nc1ccc(NC(=O)Cc2sc(C)nc2-c2ccc(C)cc2)cc1	-1.7	-0.6	-0.2	1	0.2	0.1	-0.6	-4	1	1	-0.2
Cc1ccc(-n2nnnc2C(Cl)c2nnnn2-c2ccc(C)cc2)cc1	-1.1	0.7	-0.3	14	-2.2	4.0	-1.2	-45	-1	3	-0.8

Source: PubChem BioAssay (several laboratories)
